NCI-60 one-dose screen, 48 h, at 10 µM unless noted. Numbers give growth in % (100 = growth as untreated, 0 = no growth, -100 = all killed).
HS 578T – HS 578T breast cancer; 4.1% of 78,000 active
LOX IMVI – LOX IMVI melanoma; 7.4% of 79,000 active; AID 1794757
SK-MEL-2 – SK-MEL-2 melanoma | 4.7% of 77,000 active | AID 1794763
SK-MEL-28 – SK-MEL-28 melanoma; 4.1% of 81,000 active; AID 1794761
MALME-3M – MALME-3M melanoma | AID 1794766 | 5.8% of 78,000 active
T-47D – T-47D breast cancer; 5% of 79,000 active; AID 1794792
SK-MEL-5 – SK-MEL-5 melanoma | 6.4% of 80,000 active
UACC-257 – UACC-257 melanoma; AID 1794764; 4.4% of 78,000 active
The depositor's hits bear a star; x = no result given; & = joins results of further samples; [ ] = remark or other dose. The calls were made as follows: active = growth percent below 10; inactive = the rest.

1. O=[N+]([O-])c1ccc(CO)o1
2. Cc1ccc(Cl)c(Nc2ccccc2C(=O)O)c1Cl
3. O=C(c1ccc(O)c(O)c1)c1c(O)cc(O)cc1O
4. CC(=O)C12OC(C)(C)OC1CC1C3CCC4=CC(=O)C=CC4(C)C3(F)C(O)CC12C (stereo not given)
5. CC(=O)CC(=O)OCc1ccccc1

Compound,1,2,3,4,5
HS 578T,97.4,103.9&106.7&110.6,115.8,146.2,103.7
LOX IMVI,85.9,104.3&95.6&97.5,99.6,108.2,102.1
SK-MEL-2,96.8,93.9&84.3&102.8,103.0,100.3,99.3
SK-MEL-28,110.7,101.1&121.6&103.7,110.1,114.6,107.7
MALME-3M,104.5,113.0&83.0&91.7,107.2,65.1,83.9
T-47D,91.9,95.3&99.1&96.1,95.3,81.1,100.3
SK-MEL-5,104.4,96.8&109.3,x,97.2,102.4
UACC-257,83.1,72.7&99.8&101.8,105.6,98.7,105.4

6. C=CCn1c(SCC(=O)Nc2ccc(/C(C)=N/O)cc2)nnc1-c1cc(-c2ccc(S(C)(=O)=O)cc2)nc2ccccc12
7. C[n+]1c(-c2ccc(NC(=O)c3ccc(C(=O)Nc4ccc(-c5cn6ccccc6[n+]5C)cc4)cc3)cc2)cn2ccccc21
8. CCCSc1nc(NC2CC2)c(C#N)c(-c2ccc(OC)cc2)n1
9. COC(=O)c1ccccc1NCCO
10. CCOC(=O)c1csc(NC(=O)COc2ccc(/C=C3\Oc4cc(OC)ccc4C3=O)cc2)n1

Compound,6,7,8,9,10
HS 578T,85.4,92.0,104.9,119.5,111.7
LOX IMVI,27.1,80.8,93.9,95.8,86.3
SK-MEL-2,77.6,135.9,118.3,106.3,105.9
SK-MEL-28,101.4,61.4,117.7,124.7,126.2
MALME-3M,94.4,12.7,133.8,110.8,110.2
T-47D,52.5,x,88.8,100.9,99.4
SK-MEL-5,64.8,39.7,98.2,104.5,101.0
UACC-257,99.6,44.5,107.0,99.9,101.4

11. CCOC(=O)c1cnn(CC(O)c2ccccc2)c1NC(=O)c1cccc(F)c1 (stereo not given)
12. C=C(C)c1cc2c(cc1O)OCC2C (stereo not given)
13. CSc1c(N(C)C)c(=O)c1=S
14. O=c1c2cc(Cl)ccc2oc2ccc(OCCCCCN3CCCCC3)cc12
15. Nc1ccc(CCc2ccc(N)cc2)cc1

Compound,11,12,13,14,15
HS 578T,109.9,106.6,113.4,80.5,116.5
LOX IMVI,104.5,98.8,88.9,-6.1*,105.0
SK-MEL-2,111.7,114.2,110.0,64.8,108.1
SK-MEL-28,111.7,104.9,99.6,12.0,116.4
MALME-3M,100.7,107.1,96.1,74.9,97.2
T-47D,x,99.6,71.0,60.1,94.2
SK-MEL-5,98.3,103.5,96.1,-26.2*,127.7
UACC-257,103.2,88.6,x,-26.2*,102.9

16. c1ccc2cc(Cn3c[n+](Cc4ccc5ccccc5c4)c4ccccc43)ccc2c1
17. Nc1ccc(C2=NN(C(=O)c3cc(-c4ccc(Cl)cc4)nc4ccccc34)C(c3ccc(Cl)cc3)C2)cc1 (stereo not given)
18. O=C1CC(c2ccc3c(c2)OCO3)c2snc(-c3ccc(F)cc3)c2N1 (stereo not given)
19. CNCc1cc(C(C)(C)C)ccc1O
20. Nc1cccc(-c2nc3sccn3c2-c2ccnc(NCCCNS(=O)(=O)c3cccc(F)c3)n2)c1

Compound,16,17,18,19,20
HS 578T,3.6*,41.8,97.5,97.8,87.8
LOX IMVI,-93.9*,48.3,x,91.4,45.3
SK-MEL-2,-61.7*,34.7,96.2,98.2,71.8
SK-MEL-28,-28.9*,65.0,104.3,105.8,70.4
MALME-3M,-17.8*,63.0,100.4,83.2,77.2
T-47D,-8.4*,38.0,79.0,88.5,10.7
SK-MEL-5,-98.1*,28.3,91.1,103.9,33.1
UACC-257,-38.6*,57.5,108.9,99.2,77.1

3 structures out of the list, sorted by count of non-hydrogen atoms, descending.
17. Nc1ccc(C2=NN(C(=O)c3cc(-c4ccc(Cl)cc4)nc4ccccc34)C(c3ccc(Cl)cc3)C2)cc1 (stereo not given)
18. O=C1CC(c2ccc3c(c2)OCO3)c2snc(-c3ccc(F)cc3)c2N1 (stereo not given)
19. CNCc1cc(C(C)(C)C)ccc1O

Compound,17,18,19
HS 578T,41.8,97.5,97.8
LOX IMVI,48.3,x,91.4
SK-MEL-2,34.7,96.2,98.2
SK-MEL-28,65.0,104.3,105.8
MALME-3M,63.0,100.4,83.2
T-47D,38.0,79.0,88.5
SK-MEL-5,28.3,91.1,103.9
UACC-257,57.5,108.9,99.2

Later entries.
21. O=[N+]([O-])c1cccc(/C=C/c2nc[nH]c2[N+](=O)[O-])c1
22. Nc1nnc2nc(CC(=O)c3ccccc3)c(CC(=O)c3ccccc3)nn12
23. Cc1ccc(-c2cc(C3=C(c4cccs4)NC(=S)NC3C)n[nH]2)o1 (stereo not given)
24. CCCC/C(=C\c1ccc(O)c(O)c1)C(=O)NC(Cc1ccccc1)C(=O)C(=O)NCc1ccccc1 (stereo not given)
25. CCO/C=C/C(=O)OCC

Compound,21,22,23,24,25
HS 578T,96.4,114.0,99.1,89.0,107.5
LOX IMVI,92.4,96.0,92.8,67.0,106.5
SK-MEL-2,104.2,132.9,102.6,100.7,x
SK-MEL-28,100.2,109.5,100.4,82.4,108.0
MALME-3M,79.5,140.9,96.7,105.1,101.5
T-47D,94.7,111.5,62.5,74.3,100.7
SK-MEL-5,106.6,119.4,101.1,88.4,104.2
UACC-257,97.8,124.9,109.4,91.4,93.9

26. Cc1ccc(C(=O)NN2C(=O)CSC2c2ccccc2Cl)cn1 (stereo not given)
27. O=C(C(=O)c1cccc(C(=O)C(=O)c2ccccc2)c1)c1ccccc1
28. Cc1cn(CC(C)C)c(=O)[nH]c1=O
29. Cc1cc2nc(-c3c(N)ncc(C#N)c3-c3ccc(Cl)cc3)[nH]c2cc1C
30. Cc1ccc(-c2cn3ccc(N)nc3n2)cc1

Compound,26,27,28,29,30
HS 578T,102.7,102.3,100.9,x,144.2
LOX IMVI,93.9,x,104.2,51.7,100.2
SK-MEL-2,117.2,x,108.8,59.9,102.9
SK-MEL-28,104.0,97.3,117.2,57.6,82.0
MALME-3M,102.6,102.1,103.1,63.0,119.1
T-47D,86.9,96.6,91.3,68.8,134.8
SK-MEL-5,107.4,x,102.2,71.9,111.4
UACC-257,89.1,96.5,95.4,51.9,103.1

31. COc1ccc(C2SCC(=O)N2NC(=O)CCC(=O)c2nc3ncccc3[nH]2)cc1OC (stereo not given)
32. CC(C)c1[nH]oc(=O)c1/C=C1\C=c2ccccc2=N1
33. C=C(COC(C)=O)[C@H]1CC/C(C)=C/CC/C(C)=C/CC[C@@]2(C)O[C@H]2C1
34. Fc1cccc(-c2nc(-c3c[nH]c4ncccc34)cs2)c1
35. COc1ccc2c(c1)C(C)Cc1c(ncn3c(-c4ccccc4)nnc13)N2C (stereo not given)

Compound,31,32,33,34,35
HS 578T,78.6,93.4,108.4,46.5[100 µM],50.5
LOX IMVI,89.3,96.9,94.6,74.3[100 µM],90.9
SK-MEL-2,102.7,109.6,101.0,117.2[100 µM],100.3
SK-MEL-28,116.3,110.9,103.8,89.2[100 µM],84.5
MALME-3M,101.2,101.2,93.5,0.2*[100 µM],98.2
T-47D,92.0,98.5,109.5,40.5[100 µM],76.1
SK-MEL-5,92.0,101.5,107.9,50.6[100 µM],101.8
UACC-257,99.4,104.8,100.1,99.3[100 µM],87.9

36. O=C(CN1C(=O)NC2NC(=O)NC21)N/N=C/c1ccc(Cl)cc1Cl (stereo not given)
37. Cn1nnnc1SCC1=C(C(=O)O)N2C(=O)C(NC(=O)C(OC=O)c3ccccc3)C2SC1 (stereo not given)
38. CN1C(=O)/C(=C/c2ccc(C3Oc4ccccc4C4CC(c5ccc(Cl)cc5)=NN43)cc2)SC1=S (stereo not given)
39. O=C(Nc1ccccc1)C1=CNc2ccccc2S1=O (stereo not given)
40. CC(Br)C(O)c1cc2c(cc1Br)OCO2 (stereo not given)

Compound,36,37,38,39,40
HS 578T,103.1,112.1,105.3,98.9,103.4
LOX IMVI,102.9,99.4,96.4,100.0,93.2
SK-MEL-2,112.6,99.8,110.2,102.0,114.8
SK-MEL-28,108.6,109.2,107.2,105.9,107.5
MALME-3M,106.3,101.8,98.3,105.3,109.4
T-47D,109.8,99.5,99.4,83.0,100.5
SK-MEL-5,99.5,108.6,100.9,101.8,101.8
UACC-257,113.9,108.2,98.2,97.4,x

41. NC(Cc1ccccc1[N+](=O)[O-])C(=O)O (stereo not given)
42. Brc1ccccc1/C=N/Nc1nc(N/N=C/c2ccccc2Br)nc(N2CCOCC2)n1
43. O=C1OC(=O)[C@@H]2CC=CC[C@H]12
44. Nc1cccc(I)c1
45. CC(C)Cn1cnc2c(SCc3ccccc3F)nc(N)nc21

Compound,41,42,43,44,45
HS 578T,94.3,114.4,115.9,99.9,109.8
LOX IMVI,96.5,102.7,99.1,94.1,112.2
SK-MEL-2,83.2,96.3,130.1,101.5,109.9
SK-MEL-28,108.1,99.3,103.6,107.3,102.1
MALME-3M,94.7,142.9,119.9,96.9,107.6
T-47D,89.3,79.0,104.1,91.9,92.6
SK-MEL-5,101.4,69.6,98.8,98.3,93.8
UACC-257,93.7,103.9,104.5,96.1,72.0

46. O=C(Nc1ncccc1OCc1ccccc1)NC1CCCCCC1
47. C[N+]1=C(/C=C/c2ccc(O)cc2)C(C)(C)c2ccccc21
48. C[N+](C)(CCO)C(c1ccccc1)c1ccccc1
49. N#CCc1nnc(NC(=O)c2ccc(-n3c(=O)[nH]c4ccccc4c3=O)cc2)s1
50. CC(=O)OC[C@]12CCC(C)(C)C=C1[C@H]1CC[C@@H]3[C@@]4(C)Cc5c([nH]c6ccccc56)C(C)(C)[C@@H]4CC[C@@]3(C)[C@]1(C)CC2

Compound,46,47,48,49,50
HS 578T,104.8,114.6,107.8,87.9,111.3
LOX IMVI,90.6,94.5,94.7,90.5,98.2
SK-MEL-2,91.9,93.1,101.9,97.7,109.6
SK-MEL-28,93.6,97.8,105.9,103.0,96.9
MALME-3M,90.2,109.7,97.1,95.3,100.7
T-47D,71.0,77.6,104.1,100.5,99.3
SK-MEL-5,69.1,100.5,96.0,101.7,106.8
UACC-257,105.5,96.9,x,104.4,95.4

51. C=CCOC(=O)CC
52. O=C(O)/C=C/C(=O)NC1CCCCC1
53. COc1cc(C(=O)/C=C/c2c(C(F)(F)F)nc3sccn23)cc(OC)c1OC
54. O=c1c2cccc3c(Nc4ccc(Br)cn4)ccc(c32)c2nc3ccccc3n12
55. CCNc1nc2ccccc2c2c(=O)c3cccc(OC)c3sc12

Compound,51,52,53,54,55
HS 578T,100.2,103.8,37.4,81.2,89.5
LOX IMVI,100.5,98.1,-57.9*,87.2,98.3
SK-MEL-2,105.9,93.6,12.2,108.2,99.5
SK-MEL-28,99.2,106.4,-18.4*,72.9,111.3
MALME-3M,106.0,108.5,78.6,96.3,82.6
T-47D,93.1,101.7,-22.7*,18.9,68.2
SK-MEL-5,100.0,104.1,5.9*,76.2,89.3
UACC-257,109.8,x,13.4,101.7,98.0

56. COC1C(=O)OC(=O)C1OC (stereo not given)
57. O=C1c2ccccc2-c2cc3ccccc3c(=O)n21
58. CCC1(c2ccccc2)C(=O)Nc2ccc(-c3ccccc3)cc21 (stereo not given)
59. C/C=C/C=C/C(=O)Oc1ccc2c(c1)C(CCNC(=O)CCCCCCCCCCCCCCCCCCC)=CC2
60. O=C(C[n+]1ccccc1/C=N/O)c1ccccc1
61. COc1ccc(-n2c(-c3csc(N)n3)n[nH]c2=S)c(OC)c1
62. NC(=O)c1cc(Br)cc(Br)c1NS(=O)(=O)c1ccccc1
63. CO[C@@H](c1c(Cl)cccc1Cl)[C@H](C)OS(N)(=O)=O

Compound,56,57,58,59,60,61,62,63
HS 578T,88.5,100.3,94.1,113.1,106.4,98.9,104.9,108.2
LOX IMVI,92.3,103.3,87.0,94.8,93.4,96.3,99.4,94.2
SK-MEL-2,131.4,95.0,91.0,107.1,88.8,x,109.6,105.7
SK-MEL-28,97.5,92.6,92.9,106.3,105.3,113.3,109.7,112.2
MALME-3M,87.3,102.5,98.3,105.7,104.9,91.6,94.1,96.5
T-47D,x,85.2,91.6,111.2,91.3,89.5,99.2,96.3
SK-MEL-5,95.8,97.5,85.5,105.9,98.9,111.7,98.2,92.3
UACC-257,96.2,95.3,93.2,101.1,92.4,97.3,130.7,93.2

From PubChem
